IMPase Li inh: membrane-permeable IMPase blocker, potentiated with lithium | 0.35% of 210,000 active | Potency, µM (doses to about 59.4 µM), without a hit: at the top dose activity, negative = IMPase inhibition, usual class: inhibitors | CHO-M1 cells, IP1 TR-FRET (IP-One), carbachol + lithium | AID 1457;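 also: IP1 builds up when IMPase is blocked and the TR-FRET signal falls; potency is read from the fitted curve at half-maximal effect; plate controls were basal vehicle for no effect and high inhibitor control for full effect; nearly all actives have a fitted effect of over 50% in size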
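Readout is a homogeneous TR-FRET IP1 immunoassay (Ex 320, Em 665 and 620), where raised cytosolic IP1 lowers signal. Cells were CHO-M1 treated 30 min at 37C with test compounds plus a little lithium; AC50 values came from Hill-equation fitting.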
KinaseGlo FLuc: Kinase-Glo luciferase inhibition (counter-screen); Potency, µM (series often up to 38.3 µM), without a hit: top-dose activity change, negative = inhibition, most hits filed as inhibitors; 0.28% of 200,000 active; Q27757; Kinase-Glo luciferase, ATP luminescence, 8 min; also: potency is read from the fitted curve at half-maximal effect; % is scaled to controls: 0 for no effect and ±100 for the full control effect; nearly all actives have a fitted effect of over 60% in size
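Recombinant Kinase-Glo luciferase, 10 uM ATP (linear range), luciferin; imidazole pH 7.2 / KCl / MgCl2 / Tween / BSA buffer; 8 min RT; luminescence.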
NPSR antag: blocks cAMP signaling of the human neuropeptide S receptor | 1% of 220,000 active | Q6W5P4 | CHO-NPSR cells, cAMP TR-FRET, antagonist mode | Potency, µM (top dose mostly 38.3 µM), without a hit: at the top dose activity change, negative = inhibition, most hits filed as inhibitors | AID 1461; also: potency is read from the fitted curve at half-maximal effect; % is scaled to controls: 0 for no effect and ±100 for the full control effect; nearly all actives have a fitted effect of over 50% in size; many of its hits are not listed in these tables
Target sequence (Q6W5P4 whole entry, looked up): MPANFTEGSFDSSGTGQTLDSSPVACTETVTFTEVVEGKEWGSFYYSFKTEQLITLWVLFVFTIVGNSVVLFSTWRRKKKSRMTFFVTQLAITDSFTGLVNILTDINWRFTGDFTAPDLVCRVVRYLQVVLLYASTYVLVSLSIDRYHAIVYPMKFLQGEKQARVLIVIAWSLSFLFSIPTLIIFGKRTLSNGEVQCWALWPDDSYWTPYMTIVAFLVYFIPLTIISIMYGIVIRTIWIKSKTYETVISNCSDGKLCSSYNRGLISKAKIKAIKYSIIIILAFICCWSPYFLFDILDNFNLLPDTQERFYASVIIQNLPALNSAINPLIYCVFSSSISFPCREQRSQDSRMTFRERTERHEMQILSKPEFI
HTT aggregate: mutant huntingtin aggregation inhibition | 1.1% of 220,000 active | Potency, µM (highest dose often 46.1 µM), for inactives: at the highest dose activity change, negative = inhibition, hits mostly inhibitors | PC12 HttQ103-GFP aggregates, Acumen cytometry, 40 h | AID 1688; also: potency is read from the fitted curve at half-maximal effect; % is scaled to controls: 0 for no effect and ±100 for the full control effect; nearly all actives have a fitted effect of over 60% in size
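Ecdysone-promoter PC12 model expressing HTT exon 1 Q103 fused to GFP, induced by tebufenozide at 100 nM final. Compounds titrated; aggregates sized 1–25 µm scored on a 488 nm laser cytometer.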
L3MBTL1 block: inhibitors of human L3MBTL1; 0.66% of 230,000 active; Potency, µM (titrated, usually from 57.1 µM), without a hit: top-dose activity, negative = inhibition, most hits filed as inhibitors; AID 485360; AlphaScreen L3MBTL1–H3K9me1 peptide binding; Q9Y468; also: potency is read from the fitted curve at half-maximal effect; % is scaled to controls: 0 for no effect and ±100 for the full control effect; nearly all actives have a fitted effect of over 60% in size
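First, the protein-peptide complex forms for 30 min at room temperature (L3MBTL1 50 nM, biotinylated H3K9me1 peptide 75 nM). Next, compounds are pin-transferred and incubated 30 min. Finally, AlphaScreen beads are added and read after 30 min.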
CBFb-RUNX1 inh: inhibitors of human CBF-beta and RUNX1 interaction; Potency, µM (doses to about 59.8 µM), inactives show at the top dose activity, negative = inhibition, most hits filed as inhibitors; AlphaScreen CBFb-His/RUNX1-biotin binding, biochemical; 230,000 tested, under 10 active; also: % of control where 0% means no effect
Target sequence (Q01196 whole entry, looked up): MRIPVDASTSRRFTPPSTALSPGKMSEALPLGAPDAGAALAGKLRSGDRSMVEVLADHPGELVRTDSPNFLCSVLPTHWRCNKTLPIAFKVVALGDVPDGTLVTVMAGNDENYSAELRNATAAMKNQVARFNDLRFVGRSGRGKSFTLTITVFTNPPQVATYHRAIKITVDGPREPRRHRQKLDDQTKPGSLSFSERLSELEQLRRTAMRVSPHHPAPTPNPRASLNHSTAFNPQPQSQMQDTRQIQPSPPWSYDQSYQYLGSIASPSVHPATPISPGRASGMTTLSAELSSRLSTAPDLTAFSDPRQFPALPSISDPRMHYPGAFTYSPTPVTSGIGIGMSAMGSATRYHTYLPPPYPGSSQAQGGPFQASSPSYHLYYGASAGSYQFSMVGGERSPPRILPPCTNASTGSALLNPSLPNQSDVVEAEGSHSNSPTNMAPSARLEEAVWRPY
Target sequence (Q13951 whole entry, looked up): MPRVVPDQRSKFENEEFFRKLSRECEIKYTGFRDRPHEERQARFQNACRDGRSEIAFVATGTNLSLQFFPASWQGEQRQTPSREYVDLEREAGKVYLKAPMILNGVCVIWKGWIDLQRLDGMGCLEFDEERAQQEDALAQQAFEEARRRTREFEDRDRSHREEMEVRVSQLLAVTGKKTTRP
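CBFb-His/RUNX1-biotin, 30 nM each, preincubated 20 min RT; compound 15 min RT; Ni + streptavidin beads 50 ng each, 90 min RT; AlphaScreen read.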
Epigenetic derep: regulators of epigenetic silencing causing reporter derepression in mouse cells | murine LDR cells, GFP reporter derepression, 30 h | Potency, µM (titrated, usually from 53.9 µM), for inactives: at the top dose GFP activation, hits mostly activators | 0.2% of 280,000 active | AID 1865; also: potency is read from the fitted curve at half-maximal effect; % of control where 0% means no effect; nearly all actives have a fitted effect of over 60% in size
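Readout is the number of GFP-expressing murine LDR cells, counted by cytometry following washing. Cells were treated with compound for 30 h at 37 C; the stably integrated CMV-GFP locus is normally silent.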
* = called active by the depositor; ? = inconclusive; . = not tested or not shown; & = joins results of further samples; ! = a repeat was not active; [ ] = remark or other dose. Calls follow the shape of the dose curve; as a rule, active = well fitted curve in the direction sought with a large enough effect; inconclusive = small, poorly fitted or top-dose-only effect, or another doubt; inactive = no such curve, though single readings can be large; an effect the other way counts as inactive or inconclusive. The list is partial; count on the stated rates, not on these rows.

mol	IMPase Li inh	KinaseGlo FLuc	NPSR antag	HTT aggregate	L3MBTL1 block	CBFb-RUNX1 inh	Epigenetic derep
COC(=O)Cn1c(C(=O)N(C)C)cc2c1C[C@H]1CN(C(=O)c3ccccc3)[C@@](Cc3ccc(F)cc3)(C(=O)OC)[C@@H]21	-7%	-5%	.	.	.	-4%	-1.1%
COc1cccc(CNc2ncnc3cc(OC)c(OC)cc23)c1	10%[38.3 µM]	5%	-14%[46.1 µM]	?	1%	4%	-3.0%
CCN1CCN(C(=S)Nc2ccc3nc(N4CCN(C)CC4)cc(C)c3c2)CC1	7%	2%	6%	-16%	-3%	-3%	-0.1%
Cc1ccc2cc(COC(=O)c3cccc([N+](=O)[O-])c3)c(=O)[nH]c2c1	.	.	1%	-8%[9.22 µM]	7%	1%	-0.5%
CCc1c(C)nc2c(-c3ccccc3)c(C)nn2c1Nc1ccc(NC(C)=O)cc1	.	.	?	13%[9.22 µM]	8%	16%	-1.0%
O=C(N/N=C/c1cccc(C(F)(F)F)c1)c1ccc(O)cc1	12%	2%	-14%	9%	1%	-1%	-0.5%
CC(C)(C)S(=O)(=O)/C(C#N)=N/Nc1ccc(C#N)cc1	-3%	1%	-16%	?	.	-3%	-1.9%
Cc1c(C(=O)NC(=S)Nc2ccc(NC(=O)c3cccs3)cc2)oc2ccccc12	14%[38.3 µM]	1%	?	13%	-10%	-14%	4.2%
COc1ccc(C(=O)C[n+]2ccccc2C)cc1	-9%	-1%	19%	-2%	-9%	-5%	-1.0%
Nc1nc(N)c2nc(-c3ccccc3)c(N)nc2n1	13µM*!	-1%	-5%	4%&-21%	-2%	-9%	0.2%
Cc1sc(NC(=O)CN2CCN(c3ccccn3)CC2)c(C#N)c1C	2%	0%	-9%	-5%	-7%	3%	-1.0%
O=C(O)c1ccccc1C(=O)N(Cc1ccccc1)Cc1ccccc1	-8%[38.3 µM]	0%	-11%[46.1 µM]	6%	.	-5%	0.7%
Cc1nn(CC(=O)NCC2CCCO2)c(C)c1[N+](=O)[O-] (stereo unspecified)	-2%	-2%	-12%	24%[9.22 µM]	13%	7%	1.1%
CO/N=C(\Cn1ncc(N2CCCC2)c(Cl)c1=O)c1ccc(Cl)cc1	10%[38.3 µM]	15%	-24%[46.1 µM]	-16%	-8%	11%	0.4%
CC(=O)c1cc(C(=O)N2CCc3c([nH]c4ccccc34)C2C2CCCCC2)[nH]n1 (stereo unspecified)	8%	4%	-28%	11%[9.22 µM]	-24%	-7%	-4.2%
CC(C)c1ccc(-c2nc(N3CCOCC3)[nH]c(=O)c2C#N)cc1	-3%[38.3 µM]	0%	?	-18%	0%	4%	-2.2%
Cc1noc(C)c1C(=O)OCC(=O)C12CC3CC(CC(C3)C1)C2	7%	0%	-21%	23%	-10%	0%	-0.6%
O=C(NCC1CCCO1)C(c1cccs1)N(C(=O)c1ccc(-c2ccccc2)[nH]1)C1CCCC1 (stereo unspecified)	15%	-2%	-38%	-10%	-21%	4%	2.8%
C/C(=N\O)c1ccc2c(c1)OCCO2	-7%	2%	-2%	7%	2%	4%	8.9%
CSc1ccccc1NC(=O)CCn1c(=O)sc2ccccc21	7%[38.3 µM]	-4%	-4%[46.1 µM]	7%	-2%	9%	-1.0%
Cc1cc(C)n(-c2ccc3nnc(C)n3n2)n1	.	.	19%	42%[9.22 µM]	6%	0%	0.6%
CCCCCCCCCC[n+]1cccc(C(=O)N(CC)CC)c1	18%	0%	-1%	-13%	15%	8%	1.0%
CCOC(=O)C1CCN(c2c(NCc3ccc(C(=O)NCCOC)cc3)c(=O)c2=O)CC1	-3%[38.3 µM]	-1%	-10%[46.1 µM]	5%	4%	4%	-1.1%
COC(=O)[C@@H]1[C@H](CCc2ccccc2)NC(=O)N(Cc2ccccc2)[C@@H]1C	8%	-2%[7.66 µM]	.	.	.	3%[13.1 µM]	.
N#CC(Sc1ccccn1)c1ccc(Cl)cc1 (stereo unspecified)	20%	-3%	-14%	-9%	.	0%	-7.0%
Cc1ccc(-n2ncc3c(=O)[nH]c(SCC(=O)N4CCN(c5ccccc5)CC4)nc32)cc1	-6%	2%	-7%[46.1 µM]	-8%	-3%	-11%	0.0%
COc1ccc(-c2nnn(Cc3nc(N)nc(N4CCOCC4)n3)n2)cc1OC	-5%[38.3 µM]	-2%	-4%[46.1 µM]	-5%	-6%	2%	-1.4%
COCC(=O)NNS(=O)(=O)c1ccccc1[N+](=O)[O-]	-5%	-2%	10%	0%	10%	4%	1.0%
Cc1cc(NC(=O)c2ccc(Br)c([N+](=O)[O-])c2)no1	2%	-6%	-15%	-3%	-6%	-7%	1.1%
CCOc1nc(Oc2cccc(C(=O)O)c2)nc(Oc2cccc(C(=O)O)c2)n1	.	.	5%[46.1 µM]	2%	4%	1%	-8.8%

Some of these compounds in order of the L3MBTL1 block value, lowest first:
mol | L3MBTL1 block
Cc1c(C(=O)NC(=S)Nc2ccc(NC(=O)c3cccs3)cc2)oc2ccccc12 | -10%
CCOC(=O)C1CCN(c2c(NCc3ccc(C(=O)NCCOC)cc3)c(=O)c2=O)CC1 | 4%
CCc1c(C)nc2c(-c3ccccc3)c(C)nn2c1Nc1ccc(NC(C)=O)cc1 | 8%

More structures
mol	IMPase Li inh	KinaseGlo FLuc	NPSR antag	HTT aggregate	L3MBTL1 block	CBFb-RUNX1 inh	Epigenetic derep
CCC(CC)C(=O)Nc1cc(C)cc(C)c1	-4%[38.3 µM]	1%	?	?	4%	9%	-0.5%
CCOC(=O)c1[nH]c(C)c(C(=O)Nc2ccccc2F)c1C	8%	2%	12%[46.1 µM]	-18%	-20%	-6%	-1.0%
CCc1ccc(C2=NN(C(C)=O)C(c3ccco3)C2)cc1 (stereo unspecified)	6%	?	-10%	6%	-11%	1%	-2.4%
COc1ccccc1NS(=O)(=O)c1cc(NC(=O)Nc2ccc(Cl)cc2Cl)ccc1N1CCCCC1	3%	-2%	-4%	25%	-2%	7%	0.0%
O=C(Cc1ccccc1)N1CCCC(c2nc(-c3cccs3)no2)C1 (stereo unspecified)	10%	5%	-14%[46.1 µM]	12%	-5%	15%	0.0%
COc1cc(C=O)c(Br)cc1OC1CCCC1	-5%[38.3 µM]	-4%	-16%[46.1 µM]	-3%	.	12%	0.7%
Cc1ccc(-c2ccc(/C=N/NC(=O)CN3CCCC3)o2)cc1Cl	1%[38.3 µM]	-4%	8%[46.1 µM]	7%	-6%	-2%	-1.1%
CC(C)C(NC(=O)CNC(=O)OC(C)(C)C)C(=O)NCc1ccccc1 (stereo unspecified)	3%[38.3 µM]	3%	14%[46.1 µM]	4%	-3%	9%	-2.9%
O=C(CNC(=O)c1ccc(S(=O)(=O)N2CCCC2)cc1)N/N=C/c1ccc(F)cc1	13%	3%	1%	4%	-2%	-2%	-0.5%
CCOCCCNC(=O)c1c(-c2ccccc2)noc1C	15%[38.3 µM]	1%	-3%[46.1 µM]	-5%	.	0%	-1.0%
CNC(=O)CSc1nnc(-c2ccc3c(c2)OCO3)n1C	7%	-1%	11%	-7%[9.22 µM]	7%	7%	3.8%
CC(C)(C)NC(=O)NC(=O)COC(=O)c1cccc(F)c1	-2%	5%	10%	14%	6%	0%	0.2%
CCC(CO)Nc1ncc([N+](=O)[O-])cc1C#N (stereo unspecified)	-5%	3%	4%[46.1 µM]	-1%	5%	-5%	0.0%
Nc1nc(=S)c2ncn(C3CCCC3)c2[nH]1	.	.	-22%	6%[9.22 µM]	4%	7%	2.2%
Cn1cc(SCC(=O)NCc2ccc(F)cc2)c2ccccc21	-5%	-1%	-2%	-14%	.	0%	-7.0%
COCCn1nnnc1C(c1cc2ccc(OC)cc2[nH]c1=O)N1CCc2ccccc2C1 (stereo unspecified)	1%	1%	9%[46.1 µM]	31%	-1%	-13%	0.1%
NC(=O)CSc1nnnn1-c1cccc(Cl)c1	2%	0%	19%	?	37%[activator]	-1%	2.4%
CCn1cc([N+](=O)[O-])c(C(=O)N2N=C(c3ccc(O)c(OC)c3)CC2c2ccccc2O)n1 (stereo unspecified)	16%	1%	-14%	1%	-1%	?	9.3%
COc1ccccc1NS(=O)(=O)c1ccc2c(c1)n(C)c(=O)n2C	32%[38.3 µM]	-1%	-3%[46.1 µM]	-26%	.	-1%	0.1%
Cc1cccc(NC(=O)N2CCN(Cc3ccccc3)CC2)c1	-11%	-3%	5%[46.1 µM]	14%	-6%	2%	-1.0%
Cc1occc1-c1nnc(SCC(=O)NCc2cccs2)n1-c1ccc(F)cc1	.	.	-13%[46.1 µM]	-11%	-7%	3%	2.1%
CCOC(=O)CNC(=O)O[C@@H]1C(=O)c2cc(Br)ccc2O[C@H]1c1ccc2c(c1)OCO2	12%	0%	.	.	.	15%	0.0%
O=C1N=c2ccccc2=C1c1sc(=S)n(CC2CCCO2)c1O (stereo unspecified)	17%[38.3 µM]	-7%	-4%[46.1 µM]	4%	.	-2%	-0.2%
CCc1ccc(NC(=S)N(CCN2CCCCC2)Cc2ccco2)cc1	16%	-1%	5%	17%	-3%	-3%	-1.9%
CCN(CC)c1ccc2c(C)c(-c3ccc(N)cc3)c(=O)oc2c1	0%[38.3 µM]	-3%	-29%[46.1 µM]	5%	41%[activator]	?	-3.2%
Cc1nn(C)cc1S(=O)(=O)NC1CCCC1	-6%	3%	17%	4%	-4%[11.4 µM]	7%	1.2%
O=Cc1c(Sc2ccccc2)nc2ccccn2c1=O	21%[38.3 µM]	-7%	?	?	.	-2%	17%
CCCCn1c(N)c(Sc2ccc(C)cc2)c(=O)[nH]c1=O	9%[38.3 µM]	-1%	-4%[46.1 µM]	1%	10%	1%	-2.4%
COc1ccc(S(=O)(=O)NCCOc2cccc3cccnc23)cc1OC	0%	4%	12%	13%[9.22 µM]	1%	5%	-0.4%
Cc1c(Cl)cccc1NC(=O)CN1CCC(NC(=O)C2CCCCC2)CC1	5%[38.3 µM]	-1%	-5%[46.1 µM]	-27%	2%	3%	-1.1%
CCc1nnc(NC(=O)CSc2ncc(-c3ccccc3)[nH]2)s1	28%[38.3 µM]	-2%	-9%[46.1 µM]	11%	.	3%	-5.1%
CCc1cc(C(=O)O)c(NC(=O)/C=C/c2ccc(OC)cc2)s1	.	.	-37%	0%[9.22 µM]	-9%	-1%	-0.3%

High-throughput results deposited in PubChem BioAssay by National Center for Advancing Translational Sciences (NCATS).
